Bioassay records deposited in PubChem by several laboratories.
NadD inh: inhibitors of S. aureus NadD, primary screen, biochemical, colorimetric, uHTS. Nicotinate-nucleotide adenylyltransferase NadD (Staphylococcus aureus N315). purified NadD enzyme, colorimetric absorbance read-out. inhibition, % at 20 µM. 0.78% of 360,000 active. AID 602399, 2012; in the data active = inhibition above about 26%; note: some compounds past the cut are filed as inactive
CendR NRP1 mod: modulators of CendR peptide binding to NRP-1, primary screen, biochemical, fluorescence polarization, uHTS; FAM-RPARPAR peptide binding to NRP-1; inhibition, % at 25 µM; 0.85% of 360,000 active;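 active = inhibition or corrected inhibition above about 18%, plus a signal ratio from 0.5 to 1.5, limit read from the data, passing the limit was not always enough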; note: strong numbers were not always called active
Target sequence (O14786 whole entry, looked up): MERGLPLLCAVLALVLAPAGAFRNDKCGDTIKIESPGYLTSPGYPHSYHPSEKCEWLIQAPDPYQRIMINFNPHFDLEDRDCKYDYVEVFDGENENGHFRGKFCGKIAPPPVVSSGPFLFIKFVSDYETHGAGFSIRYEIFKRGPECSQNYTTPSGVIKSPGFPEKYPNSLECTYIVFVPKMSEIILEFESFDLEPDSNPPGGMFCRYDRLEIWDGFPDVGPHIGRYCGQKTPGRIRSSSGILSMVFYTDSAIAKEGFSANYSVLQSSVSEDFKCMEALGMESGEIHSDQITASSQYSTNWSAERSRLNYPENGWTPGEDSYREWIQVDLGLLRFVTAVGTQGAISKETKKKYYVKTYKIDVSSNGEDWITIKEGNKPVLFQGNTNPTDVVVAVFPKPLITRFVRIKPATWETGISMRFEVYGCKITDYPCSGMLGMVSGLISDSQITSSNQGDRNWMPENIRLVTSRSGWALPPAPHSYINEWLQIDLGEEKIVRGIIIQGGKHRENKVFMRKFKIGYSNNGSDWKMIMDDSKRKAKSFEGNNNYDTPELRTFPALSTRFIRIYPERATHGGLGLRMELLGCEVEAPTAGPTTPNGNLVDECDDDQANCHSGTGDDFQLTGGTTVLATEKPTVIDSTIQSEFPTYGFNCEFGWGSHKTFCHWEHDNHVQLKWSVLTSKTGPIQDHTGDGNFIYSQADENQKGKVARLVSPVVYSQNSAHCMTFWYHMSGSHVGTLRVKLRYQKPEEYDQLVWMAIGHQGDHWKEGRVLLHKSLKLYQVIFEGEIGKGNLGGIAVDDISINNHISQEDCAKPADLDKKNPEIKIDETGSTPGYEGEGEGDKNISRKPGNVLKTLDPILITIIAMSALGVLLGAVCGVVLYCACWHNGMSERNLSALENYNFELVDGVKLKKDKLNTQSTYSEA
SUMO1-SIM PPI: modulators of SUMO1 protein-protein interactions, primary screen, biochemical, uHTS | Small ubiquitin-related modifier 1 (Homo sapiens), P63165 | SUMO1 binding to a labelled peptide, TR-FRET, 1 h | inhibition, % at 20 µM | 0.33% of 360,000 active | AID 602429, 2012; in the data active = inhibition above about 37%
Target sequence (P63165 whole entry, looked up): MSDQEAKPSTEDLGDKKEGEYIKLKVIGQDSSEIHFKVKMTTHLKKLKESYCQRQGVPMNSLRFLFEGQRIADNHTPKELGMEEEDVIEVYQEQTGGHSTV
STEP inh: STEP phosphatase inhibitors, primary screen, biochemical, fluorescence intensity, uHTS; inhibition, % at 20 µM; AID 588621, 2011; recombinant STEP, OMFP fluorogenic substrate; 0.25% of 360,000 active;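 active = inhibition at 20 µM, scaled per plate between control wells, above about 37%, limit read from the data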;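 note: 0% = DMSO with enzyme and substrate and 100% = substrate only without enzyme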
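Measure: Control-normalized % inhibition with plate pattern correction | Test system: STEP phosphatase, cell-free reaction | Medium: pH 6.0 Bis-Tris with DTT and Tween 20 | Technique: Fluorescence, 480/540 nm | Times: Reaction 20 min, ambient temperature | Doses: Single compound dose of 20 µM, 1% DMSO final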
DNMT1 block: human DNMT1 methyltransferase inhibitors, primary screen, biochemical, molecular beacon, fluorescence, HinP1I cleavage, uHTS | DNA (cytosine-5)-methyltransferase 1 (Homo sapiens), P26358 | inhibition (reported as % activation of signal), % at 10 µM | 0.83% of 360,000 active | AID 588458, 2011; in the data active = inhibition above about 50%
Scp-1 inhibitor: Scp-1 phosphatase inhibitors, primary screen, biochemical, colorimetric, uHTS; 0.88% of 340,000 active; Carboxy-terminal domain RNA polymerase II polypeptide A small phosphatase 1 (Homo …; Recombinant Scp1, phosphopeptide, malachite green phosphate absorbance; inhibition, % at 20 µM;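 active = inhibition above about 50% at 20 µM, limit read from the data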;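 note: plate controls were DMSO wells with enzyme for no effect and wells lacking enzyme for full effect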
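Material: truncated SCP-1 phosphatase (76-261aa) / Buffer or medium: 50 mM Tris acetate pH 5.5, 0.005% Tween-20, 10 mM MgCl2 / Compound dosing: one concentration, 20 µM, with 1.0% DMSO / Incubation: 45 min room-temperature reaction, 5 min colour, 30 min stabiliser / Detection: colorimetric free-phosphate detection, absorbance 630 nm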
SKN-1 inh: suppressors of acrylamide-induced Pgst-4::GFP reporter in worms, primary screen, SKN-1 inhibitor project, whole organism, uHTS, GFP/RFP fluorescence ratio, strain VP596; C. elegans VP596 Pgst-4::GFP/RFP ratio, 24 h; inhibition, % at 21.8 µM; 0.49% of 360,000 active;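 active = interference check ratio from 0.5 to 1.5 plus GFP to RFP signal ratio inhibition reaching or exceeding a fixed threshold, cut at about 30% in these data, passing the limit was not always enough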; note: some compounds called inactive have numbers as strong as hits
Neddyl block: inhibitors of cullin neddylation, primary screen, biochemical, TR-FRET, uHTS, NAE and Ubc12; 0.58% of 360,000 active; calls only at 25 µM; NEDD8-conjugating enzyme Ubc12 (Homo sapiens) + NEDD8-activating enzyme E1 regulatory …; AID 651699, 2012; in the data active = inhibition above about 36%
Tb MetRS inh: T. brucei MetRS inhibitors, primary screen, biochemical, luminescence. methionyl-tRNA synthetase (Trypanosoma brucei brucei). purified T. brucei MetRS, ATP depletion, Kinase-Glo luminescence. inhibition, % at 11.9 µM. 0.4% of 360,000 active. AID 624268, 2012;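 active = inhibition above a per-plate cutoff of the control wells' mean inhibition plus 3 SD, cut at about 5.5% in these data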;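 note: 0% = DMSO wells median and 100% = median of wells with control inhibitor compound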
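Test system – parasite MetRS enzyme · Reagent – substrates ATP, L-methionine and bulk Escherichia coli tRNA · Doses – 11.9 µM compound single dose, 0.9% DMSO · Times – 15 min enzyme-compound preincubation, 2 h reaction, 10 min detection, 25 °C · Signal – Kinase-Glo luminescence, ATP depletion format · Controls – DMSO-only wells as low control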
LMPTP block: LMPTP phosphatase inhibitors, primary screen, biochemical, fluorescence intensity, uHTS. Low molecular weight phosphotyrosine protein phosphatase (Homo sapiens), P24666. recombinant LMPTP-A, OMFP fluorogenic substrate. inhibition, % at 20 µM. 0.22% of 360,000 active;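 active = compounds that cut the enzyme signal by at least half of the control window in the single-dose screen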;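 note: plate controls were DMSO wells with enzyme plus substrate for no effect and substrate without enzyme for full effect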
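Assay system: LMPTP-A, protein tyrosine phosphatase of low molecular weight / Medium: pH 6.0 Bis-Tris buffer with DTT and Triton X-100 / Schedule: 50 min enzyme reaction at room temperature, protected from light / Measured by: endpoint fluorescence intensity from OMFP dephosphorylation / Read-out basis: % inhibition relative to no-enzyme and uninhibited control wells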
* marks the source's active call; other numbers are inactive results; i = inactive; nt = no result given.

SMILES | NadD inh | CendR NRP1 mod | SUMO1-SIM PPI | STEP inh | DNMT1 block | Scp-1 inhibitor | SKN-1 inh | Neddyl block | Tb MetRS inh | LMPTP block
CC(=O)C1=C(Nc2ccc(C)cc2)CC(C)(O)C(C(C)=O)C1c1ccco1 (centres undefined) | 1 | 5 | -4 | 2 | -6 | -8 | 16 | i | -0.3 | -0.2
Nc1ccc2c(c1)C(=O)c1ccc(N)cc1-2 | 3 | 7 | -32 | -1 | -3 | -15 | 18 | i | -0.4 | 1.2
COc1ccc(NC(=O)CSc2ccc3nnc(-c4ccccn4)n3n2)cc1 | 4 | 4 | 2 | -2 | 1 | -13 | 8 | i | 0.2 | 0.3
C=CCOc1ccc(/C=C2\SC(N3CCCCC3)=NC2=O)cc1 | 5 | 2 | -15 | 1 | 16 | 3 | 4 | i | 0.4 | 0.8
Cc1ccc2nc(SCC(=O)N3CCCc4ccccc43)nc(=O)n2c1 | 3 | 10 | 5 | 1 | 0 | -3 | -10 | i | 0.7 | 0.7
COc1cc(OC)cc(C(=O)N[C@H](C(=O)OCC(=O)c2ccc(C)c([N+](=O)[O-])c2)C(C)C)c1 | -3 | -8 | -14 | 2 | -6 | -13 | 23 | i | -0.3 | 2.5
O=C(Nc1ccc2c(c1)OCO2)N1CCN(C/C=C/c2ccccc2)CC1 | -5 | 13 | -5 | -4 | 0 | 3 | -15 | i | -1.5 | -0.8
Cc1cnc(C)c(Nc2nc(C(N)Cc3ccccc3)cs2)n1 (centres undefined) | 1 | -8 | 2 | 2 | -2 | nt | 17 | i | -0.3 | 0.0
O=C(O)CC(c1cccc(Cl)c1)n1cccc1 (centres undefined) | 1 | -11 | -2 | 0 | 6 | -6 | -7 | i | -0.9 | 0.4
O=[N+]([O-])c1ncn(Cc2ccccc2Cl)n1 | 1 | 7 | -17 | -2 | 1 | -5 | 7 | i | -0.7 | 0.2
O=C(N/N=C\c1coc2ccccc2c1=O)c1ccco1 | 0 | -23 | 6 | 2 | 0 | -2 | -6 | i | -0.8 | -0.6
O=C(CSc1nc2ccccc2nc1SCC(=O)N1CCOCC1)N1CCOCC1 | -6 | 14 | -4 | 6 | 0 | 3 | 18 | i | -0.6 | -1.7
COc1cc2c(cc1OC)CN(C(=S)Nc1ccc(Cl)cc1)CC2 | -2 | 0 | 0 | 1 | -1 | -14 | -4 | i | -1.0 | 3.6
Cc1nc(C(=O)Nc2ccc(Cl)cc2)sc1C1(C)CC(c2cccc([N+](=O)[O-])c2)=NO1 (centres undefined) | 3 | 2 | -3 | 0 | 2 | -14 | 13 | i | 0.8 | 2.4
Clc1ccc(OCc2nn3c(C4CCCCC4)nnc3s2)cc1 | 3 | 5 | 0 | 4 | -1 | -2 | 1 | i | -1.3 | 0.2
NC(=O)/C=C\C(=O)Nc1cccc(C(F)(F)F)c1 | -2 | 1 | -2 | -1 | 4 | 3 | -17 | i | -1.0 | -0.5
Cc1ccc(C(C(=O)NC(C)(C)C)N(Cc2ccccc2)C(=O)c2snc(C(N)=O)c2N)o1 (centres undefined) | 1 | -10 | -6 | 1 | -1 | -8 | -2 | i | -0.4 | 0.3
COc1ccc(S(=O)(=O)N(CCc2ccccc2)CC(=O)NCCCO)cc1 | -2 | 4 | -7 | -1 | 16 | -3 | -6 | i | -0.9 | -1.9
O=C(OCC(=O)N1CCN(c2ccccc2)CC1)c1cc(Cl)ccc1[N+](=O)[O-] | 0 | 8 | -29 | 0 | -2 | -4 | 7 | i | -0.3 | 1.1
Cc1cccc(C(=O)c2cnc3ccccc3c2-c2ccccc2)c1 | -1 | -1 | -1 | 0 | -2 | 3 | -36 | i | -0.1 | 2.9
COc1ccc(N2CC(C(=O)Nc3cc(C(F)(F)F)ccc3N3CCCC3)CC2=O)c(OC)c1 (centres undefined) | 2 | 2 | 7 | 1 | -3 | -5 | 5 | i | -0.1 | 1.2
O=C1COc2ccc(C(=O)COC(=O)CCCOc3ccccc3)cc2N1 | 1 | -4 | -7 | 2 | 2 | nt | -15 | i | -0.4 | -0.1
CCOc1ccc(-c2nc(C#N)c(NCc3ccc4c(c3)OCO4)o2)cc1 | -10 | -4 | 3 | 1 | -10 | -10 | -10 | nt | -0.3 | 1.0
COCCNC(=O)CSc1nc(N)c(NC(=O)c2ccco2)c(=O)[nH]1 | -4 | -12 | 2 | -1 | 4 | nt | 8 | i | 0.0 | -1.4
CC1(C(=O)OCC(=O)NC(=O)NCc2ccccc2)CC1(Cl)Cl (centres undefined) | -1 | 3 | 0 | -4 | 1 | -4 | -2 | i | -0.1 | -0.4
O=c1ccc2cc3c([nH]c4ccc(Br)cc43)oc-2c1O | 17 | -291 | 22 | 1 | 7 | nt | 28 | i | 2.8 | 52*
Cc1nc(-c2ccc(C(=O)Nc3cccc(F)c3)cc2)cs1 | -4 | 2 | 1 | 1 | -4 | -3 | 0 | i | -1.5 | 0.8
O=C1C(=O)N(Cc2cccnc2)C(c2cccc(O)c2)/C1=C(\O)c1ccc2c(c1)OCCO2 (centres undefined) | -1 | 1 | -2 | 1 | 1 | 0 | -3 | i | -0.4 | 1.0
O=C(CSc1nccc(=O)[nH]1)Nc1ccc(Br)c(Cl)c1 | 5 | 8 | 7 | -1 | 1 | -2 | 10 | i | -1.0 | 1.5
CCCC(=O)Nc1nnc(Sc2ccc(N(C)C)cc2)s1 | -6 | -4 | -1 | -2 | 0 | -13 | -7 | i | -0.9 | 0.3
Cc1cccc(C)c1OCC(O)CN1CCN(c2ccccc2)CC1 (centres undefined) | -13 | -2 | -3 | 0 | -4 | -5 | 9 | i | -0.4 | 0.0
Cc1ccc(S(=O)(=O)N2CCC(C(=O)N3CCC[C@H]3C(=O)NCc3ccco3)CC2)cc1 | -2 | -7 | 0 | -1 | -6 | 7 | -7 | i | -0.5 | -1.8
Cc1cc(C)c(S(=O)(=O)N(C)CC(=O)NCc2cccnc2)c(C)c1 | -4 | 8 | 0 | 3 | 1 | -2 | 13 | i | 1.0 | -1.1
Cc1cc(C(=O)OCC(=O)Nc2cccnc2Cl)c2ccccc2n1 | -5 | 4 | -8 | -3 | -1 | -4 | -2 | i | -0.1 | -2.0
CCCn1c(CN2CCN(C(=O)c3ccco3)CC2)nc2cc(S(=O)(=O)N(C)C)ccc21 | 4 | 7 | -3 | 1 | -4 | 51* | -7 | i | -0.5 | -0.3
Cc1ccc(S(=O)(=O)NC(=O)Nc2cc(C)on2)cc1 | 1 | 25 | 2 | -4 | 7 | 3 | 7 | i | -1.5 | -1.7
Cc1ccc(CCNC(=O)C2CC(c3cccc(F)c3)=NO2)cc1 (centres undefined) | -2 | 6 | -1 | 2 | -1 | -2 | -3 | i | 0.0 | 0.7
N#C/C=C/N1CCN(Cc2ccc3c(c2)OCO3)CC1 | -2 | -4 | 0 | -3 | 1 | -12 | 10 | i | -0.6 | -0.8
O=C(Nc1ccc(S(=O)(=O)NCCc2ccccc2)cc1)c1ccc(Br)o1 | -6 | 2 | 1 | 0 | -7 | -10 | 2 | i | -1.2 | -0.4
Cc1ccc(S(=O)(=O)NCC(c2ccco2)S(=O)(=O)c2ccccc2)cc1 (centres undefined) | -3 | -21 | 6 | -1 | 0 | -5 | 11 | i | -0.2 | -0.8
Cc1ccc(N2C(=O)CC(C)(C)CC2=O)cc1Cl | -8 | 4 | 0 | 1 | 1 | -7 | 3 | i | -0.7 | -2.1
O=C(Nc1cccc(S(=O)(=O)N2CCOCC2)c1)c1cc2c(s1)CCC2 | -2 | -8 | 9 | -2 | -8 | -8 | 4 | i | -0.2 | -0.1
CCCc1nc2sc3ccccc3c(=O)c2c(=O)n1Cc1ccc(OC)cc1 | -1 | -12 | 11 | 5 | -1 | -3 | 24 | i | 0.4 | 3.4
CC#CC(=O)N1CCCC(C(=O)c2ccc(SC)cc2)C1 (centres undefined) | -4 | -9 | 5 | -8 | 0 | -2 | -16 | i | -0.7 | -3.2
COc1ccc(NC(=O)CSc2nc3ccc(Nc4nc(N5CCOCC5)nc(N5CCOCC5)n4)cc3s2)cc1 | 12 | 10 | 13 | 2 | 25 | 5 | 5 | i | -0.6 | 1.1
Cc1ccccc1C(=O)NC(=S)Nc1ccccc1[N+](=O)[O-] | 1 | 9 | 19 | 1 | -3 | -2 | 8 | i | 0.3 | 1.6
CC(Oc1ccc(-c2ccccc2)c(F)c1)c1ccn(S(=O)(=O)c2ccc(Cl)cc2)n1 (centres undefined) | -9 | 12 | 3 | -1 | 0 | -11 | -23 | i | 0.2 | 1.8
O=C(O)c1cccc(CN2C(=O)c3ccccc3C2=O)c1 | -1 | 1 | -3 | -3 | 4 | 3 | 3 | i | -1.9 | 0.3
CCn1nnc(NC(=O)c2c(OC)cccc2OC)n1 | 2 | 10 | 0 | 0 | -2 | -2 | 7 | i | -0.5 | -0.8

Three compounds from above, ordered by the value under Scp-1 inhibitor, descending:
Molecule	Scp-1 inhibitor
CCCn1c(CN2CCN(C(=O)c3ccco3)CC2)nc2cc(S(=O)(=O)N(C)C)ccc21	51*
Cc1ccccc1C(=O)NC(=S)Nc1ccccc1[N+](=O)[O-]	-2
N#C/C=C/N1CCN(Cc2ccc3c(c2)OCO3)CC1	-12

This is a random part of the collection; about 4.6% have a hit in one of these screens.
